# Screens: PubChem, National Center for Advancing Translational Sciences (NCATS)
# GLP-1R agonist: agonists of human GLP-1 receptor | HEK293 GLP-1R CRE-luciferase, luminescence, 4-6 h; cells express a hypersensitive GLP-1R form | Potency, µM (top dose mostly 45.6 µM), without a hit: at the highest dose activation, hits mostly activators | 380,000 tested, 0.007% active | P43220; also: potency is read from the fitted curve at half-maximal effect; % of control where 0% means no effect
# GLP1R cytotox: cytotoxic in the GLP-1 receptor inverse agonist counter-screen; 410,000 tested, 0.13% active; Potency, µM (top dose mostly 38.3 µM), without a hit: top-dose activity change, negative = inhibition, most hits filed as inhibitors; HEK293 cAMP-luciferase reporter cells, luminescence, 24 h;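 also: loss of luciferase light is scored as toxicity; potency is read from the fitted curve at half-maximal effect; % is scaled to controls: 0 for no effect and ±100 for the full control effect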
#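 To flag toxic compounds, the library was rerun on cells for 24 hr at 37 deg C and 5% CO2. Viability-linked luminescence was captured 12 min after adding luciferase detection reagent.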
# EPAC1 antag: EPAC1 (human) antagonism; O95398; EPAC1 GEF assay, Rap1b-BODIPY-GDP exchange fluorescence; Potency, µM (doses to about 115 µM), for the others: at the top dose activity change, negative = inhibition, usual class: inhibitors; 360,000 tested, 0.14% active; AID 720709;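 also: potency is read from the fitted curve at half-maximal effect; plate controls were vehicle for no effect and positive control for full effect; nearly all actives have a fitted effect of over 50% in size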
# Target sequence (O95398 whole entry, looked up): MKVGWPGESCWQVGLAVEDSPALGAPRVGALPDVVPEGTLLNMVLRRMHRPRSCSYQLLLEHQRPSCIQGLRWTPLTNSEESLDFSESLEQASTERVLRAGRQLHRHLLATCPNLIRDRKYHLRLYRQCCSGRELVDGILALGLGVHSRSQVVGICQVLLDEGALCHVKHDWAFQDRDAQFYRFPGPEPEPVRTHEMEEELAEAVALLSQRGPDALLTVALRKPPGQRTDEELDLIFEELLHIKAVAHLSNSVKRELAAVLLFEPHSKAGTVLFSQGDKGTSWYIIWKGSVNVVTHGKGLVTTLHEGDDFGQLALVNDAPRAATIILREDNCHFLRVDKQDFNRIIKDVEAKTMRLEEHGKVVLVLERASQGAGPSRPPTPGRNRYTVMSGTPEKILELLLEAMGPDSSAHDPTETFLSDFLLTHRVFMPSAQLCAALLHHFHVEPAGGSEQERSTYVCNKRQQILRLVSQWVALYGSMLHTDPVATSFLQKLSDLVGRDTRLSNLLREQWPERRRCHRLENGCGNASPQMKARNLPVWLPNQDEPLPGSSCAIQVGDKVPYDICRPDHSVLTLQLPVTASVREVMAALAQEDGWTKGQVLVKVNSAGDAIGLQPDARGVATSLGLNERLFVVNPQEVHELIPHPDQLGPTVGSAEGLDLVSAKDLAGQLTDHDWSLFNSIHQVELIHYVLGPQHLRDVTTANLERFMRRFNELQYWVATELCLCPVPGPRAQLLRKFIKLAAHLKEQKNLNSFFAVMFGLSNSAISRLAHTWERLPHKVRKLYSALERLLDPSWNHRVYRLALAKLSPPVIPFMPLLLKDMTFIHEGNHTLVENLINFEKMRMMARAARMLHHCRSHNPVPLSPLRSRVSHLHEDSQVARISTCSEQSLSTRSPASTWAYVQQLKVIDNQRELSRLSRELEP
# PLK1 PBD block: inhibitors of human PLK1 polo-box domain binding; P53350; Plk1 PBD binding of FITC phosphopeptide, fluorescence polarization; Potency, µM, inactives show max response, negative = inhibition, most hits filed as inhibitors; 360,000 tested, 2.8% active; AID 720504; also: potency is read from the fitted curve at half-maximal effect; series mostly up to about 57 µM; % is scaled to controls: 0 for no effect and ±100 for the full control effect; nearly all actives have a fitted effect of over 65% in size
# PTHR1 ag: activates the human parathyroid hormone receptor PTHR1; Q03431; HEK293 GP2 PTHR1 cells, GloSensor cAMP luminescence, 1 h; Potency, µM (titrated, usually from 115 µM), for inactives: top-dose activation, actives largely listed as activators; 410,000 tested, 0.075% active; AID 743266; also: potency is read from the fitted curve at half-maximal effect; nearly all actives have a fitted effect of over 55% in size; some results filed as inactive show a strong effect at the top dose; inactives centre near -15; many of its hits are not listed in these tables
#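 HEK-293-derived GP2 cells expressing PTHR1 and a GloSensor cAMP reporter, 3,000/well, plated overnight, given luciferin plus IBMX (each 0.5 mM as added) for 1 h at 37 °C, then compound for 1 h at 37 °C. Luminescence was read after 15 min at room temperature.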
# EPAC1 ag: EPAC1 (human) agonism. EPAC1 agonist qHTS, biochemical assay; response scale: 100% = response to 6.5 mM cAMP. 360,000 tested, 0.073% active. O95398. Potency, µM (doses to about 154 µM), inactives show top-dose activation, usual class: activators; also: potency is read from the fitted curve at half-maximal effect; nearly all actives have a fitted effect of over 60% in size
#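 EPAC1 100 nM, Rap1B–BODIPY-GDP 250 nM, unlabeled GDP 50 uM; compound titration; 5 min RT; kinetic read ex480/em540 at 5-min intervals ×30 min; data normalized to 6.5 mM cAMP agonist control.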
# PI5P4K alpha inh: inhibitors of human PI5P4K alpha; P48426; PI5P4Kalpha enzyme, ADP-Glo luminescence, 60 min; active compounds read low; max response, %; 330,000 tested, 1.2% active; AID 652105; active = max response of -50% or lower; inconclusive = between -30% and -50%; inactive = -30% or higher; also: value at the top dose of about 77 µM; % is scaled to controls: 0 for no effect and ±100 for the full control effect
#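 Reactions run in 0.038 M HEPES pH 7.4, 0.28 mM EGTA, 0.1% CHAPS and 5% DMSO, with PI5P4Kalpha, substrate, compound and 5 microM ATP final, one hour at room temperature. Readout is ADP-Glo luminescence.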
# IL-2 act: IL-2 activation; IL-2 activation reporter assay, cell-based qHTS; stimulated with anti-CD3/CD4/CD28 beads; in transgenic mouse T cells; activation, % (series mostly up to about 46 µM); 360,000 tested, 0.065% active; in the data active = activation above about 50%; inconclusive = mostly about 30% to 49%; also: 0% is about no effect
#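 Readout: EGFP and DsRed signals by fluorescent plate cytometry. Unstimulated transgenic mouse T cells received compound 60 min before antibody-bead stimulation, then incubated 18 h at 37 degrees C.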
# GLP-1R inv ag: acts as inverse agonist at human GLP-1 receptor; P43220; HEK293 GLP-1R CRE-luciferase, luminescence, 24 h; GLP-1R form is constitutively active; Potency, µM (top dose mostly 38.3 µM), for the others: at the top dose activity change, negative = inhibition, actives largely listed as inhibitors; 410,000 tested, 1.6% active; AID 624417; also: potency is read from the fitted curve at half-maximal effect; % is scaled to controls: 0 for no effect and ±100 for the full control effect; nearly all actives have a fitted effect of over 55% in size
#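 Luminescence readout: a drop in cAMP-driven luciferase signal flags inverse agonism at a constitutively active GLP-1R stably expressed in HEK293. Compound exposure lasted 24 hr at 37 deg C, 5% CO2.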
# Active calls of the source: *; i = inactive; ? = inconclusive; . = not tested or not shown; [ ] = dose if it differs, or a comment. Unless noted, calls follow the shape of the dose curve; as a rule, active = well fitted curve in the direction sought with a large enough effect; inconclusive = small, poorly fitted or top-dose-only effect, or another doubt; inactive = no such curve, though single readings can be large; an effect the other way counts as inactive or inconclusive. This is a subset, so the mix of outcomes need not match the whole.
# Start of the listing, in advance:
SMILES,GLP-1R agonist,GLP1R cytotox,EPAC1 antag,PLK1 PBD block,PTHR1 ag,EPAC1 ag,PI5P4K alpha inh,IL-2 act,GLP-1R inv ag
O=C(CSc1n[nH]c(-c2cccnc2)n1)Nc1cccc(Cl)c1,9%,1%,-9%,1%,i,3%,2,-0.4,6%
COc1ccc(C2=CC(=O)CC(C)(C)C2)cc1OC,30%,-28%,3%,-9%,-13%,-5%,0,0.3,100%[activator]

# All compounds of this part (from the top)
SMILES,GLP-1R agonist,GLP1R cytotox,EPAC1 antag,PLK1 PBD block,PTHR1 ag,EPAC1 ag,PI5P4K alpha inh,IL-2 act,GLP-1R inv ag
O=C(CSc1n[nH]c(-c2cccnc2)n1)Nc1cccc(Cl)c1,9%,1%,-9%,1%,i,3%,2,-0.4,6%
COc1ccc(C2=CC(=O)CC(C)(C)C2)cc1OC,30%,-28%,3%,-9%,-13%,-5%,0,0.3,100%[activator]
C/C(=N\NC(=O)c1ccc2c(c1)OCO2)c1ccc(O)cc1,7%,-18%,-27%,-12%,i,-4%,-1,1.1,?
CC(C)(C)C1CCN2CCCC(c3ccc([N+](=O)[O-])cc3)(C1)C21OCCO1 (configuration not stated),-1%,-12%,3%,3%,-5%,0%,13,0.0,-3%
Cc1ccccc1OCCC(=O)N1CCN(S(=O)(=O)c2ccc(Cl)cc2)CC1,22%,15%,-9%,-1%,-28%,7%,12,-1.4,?
CCn1nc(CC(=O)Nc2nnc(CC(=O)N3CCCC3)s2)c2ccccc2c1=O,-9%,-3%,-12%,-1%,19%[57.5 µM],-1%,-2,-0.9,4%
CC(=O)c1cccc(NC(=O)c2csc(-n3nc(C)cc3C(F)(F)F)n2)c1,-4%,-5%,0%,-2%,-6%,-5%,.,1.4,0%
O=C1CCN(Cc2nnnn2CC2CCCO2)c2ccccc2N1 (configuration not stated),0%,6%,9%,-9%,5%[57.5 µM],8%,.,-3.7,1%
Cc1noc(/C=C/N(C)C)c1S(=O)(=O)N1CCC(C(=O)O)CC1,-6%,-17%,0%,-1%,-24%,4%,0,-1.3,2%
Cc1ccc(N2CCN(C(=O)c3ccccc3NC(=O)C3CC=CCC3C(=O)O)CC2)cc1 (configuration not stated),-14%,-6%,11%,-6%,i,0%,-4,0.0,2%
Cc1ccccc1OCC(=O)N/N=C/c1ccncc1,0%,-2%,5%,-6%,i,6%,5,-0.3,3%
CS(=O)(=O)N(CC(=O)Nc1ccccc1C(=O)N1CCOCC1)c1ccc(Cl)cc1,0%,-2%,0%,-11%,i,9%,-5,1.2,5%
CC1CCCCN1C(=O)COC(=O)C1CCN(S(=O)(=O)c2c(Cl)cccc2Cl)CC1 (configuration not stated),5%,-2%,4%,4%,-21%,-2%,-6,-2.0,-28%
COc1ccc(CN(CC(=O)NCc2ccco2)C(=O)CCC(=O)Nc2nccs2)cc1,0%,8%,-16%,-5%,i,-2%,3,0.1,-4%
Cc1ccc([N+](=O)[O-])cc1NC(=O)c1cccnc1,-22%,-4%,-9%,-11%,-2%,-1%,-4,1.1,5%
O=C(C1CCC(=O)N(C2CCCC2)C1)N1CCC(Oc2cccc(F)c2)CC1 (configuration not stated),-2%,8%,1%,6%,-1%,12%,3,-0.7,?
CCn1c(SCC(=O)N/N=C/c2ccc(C)o2)nnc1-c1ccccc1,-4%,-10%,29%,-9%,i,0%,-4,-1.3,0%
CCn1cc(C(=O)N2CCN(c3cc(Cl)ccc3C)CC2)c2cc(OC)c(OC)cc2c1=O,2%,-14%,.,.,i,.,.,.,-52%
O=C(Nc1ccccc1)C1CCN(C(=O)c2ccc(Br)cc2)CC1,-2%,-22%,5%,2%,i,-3%,-5,-2.3,?
O=C(Cc1cccs1)Nc1nc2c(ccc3ccccc32)s1,0%,0%,-4%,-4%,-31%[inhibitor][57.5 µM],17%,8,2.1,-15%
Cc1ccc(CCNC(=O)CNC(=S)N(Cc2ccccc2)Cc2cccnc2)cc1,8%,3%,-34%,-19%,-16%,10%,6,-3.9,?
Cc1ccc(CNC(=O)C2CCC(CNc3c(N4CCC(C)CC4)c(=O)c3=O)CC2)cc1 (configuration not stated),0%,1%,-14%,9%,-13%,6%,-1,0.2,12%
O=C(c1cc2c(=O)n3ccccc3nc2s1)N1CCN(Cc2ccc3c(c2)OCO3)CC1,10%,29%,-8%,-5%,i,-1%,6,-0.3,52%
Cc1c[nH]c(=O)c([N+](=O)[O-])c1,-3%,-2%,-23%,-7%,i,6%,7,1.8,13%
O=C(CSc1nc2ccccc2o1)N1c2ccccc2Sc2ccc(C(F)(F)F)cc21,-1%,-3%,-14%,5%,-17%,6%,2,-3.7,?

# Some of the entries so far, as labelled records:
> O=C(Nc1ccccc1)C1CCN(C(=O)c2ccc(Br)cc2)CC1
  GLP-1R agonist: -2%
  GLP1R cytotox: -22%
  EPAC1 antag: 5%
  PLK1 PBD block: 2%
  PTHR1 ag: i
  EPAC1 ag: -3%
  PI5P4K alpha inh: -5
  IL-2 act: -2.3
  GLP-1R inv ag: ?

> O=C(CSc1n[nH]c(-c2cccnc2)n1)Nc1cccc(Cl)c1
  GLP-1R agonist: 9%
  GLP1R cytotox: 1%
  EPAC1 antag: -9%
  PLK1 PBD block: 1%
  PTHR1 ag: i
  EPAC1 ag: 3%
  PI5P4K alpha inh: 2
  IL-2 act: -0.4
  GLP-1R inv ag: 6%

# Further results follow:
SMILES,GLP-1R agonist,GLP1R cytotox,EPAC1 antag,PLK1 PBD block,PTHR1 ag,EPAC1 ag,PI5P4K alpha inh,IL-2 act,GLP-1R inv ag
COc1ccccc1-c1c(C)oc2c(CN3CCN(CCO)CC3)c(O)ccc2c1=O,3%,22%,-4%,-6%,i,4%,19,0.1,15%
N#Cc1cccc(NS(=O)(=O)c2ccc(S(=O)(=O)N3CCOCC3)cc2)c1,3%,-19%,12%,-1%,i,5%,-15,-7.1,?
O=C(NCc1ccco1)C(c1ccc(F)cc1)N(C(=O)Cc1cccs1)c1cccnc1 (configuration not stated),7%,10%,2%,-7%,-13%,10%,-1,-0.1,-7%
O=C(N/N=C/c1ccc(F)cc1)c1cccc(NC(=O)c2ccccc2Cl)c1,17%,-1%,-9%,0%,-16%,0%,3,0.7,-34%
CCOCCCNC(=O)c1cc2c(=O)n3cccc(C)c3nc2n1C,-5%,0%,-8%,0%,6%,-3%,1,-3.2,-37%
COc1cccc2c(=O)n(CC(=O)N3CCc4ccccc43)ccc12,0%,-29%,13%,-2%,i,9%,-4,-2.0,11%
CC1CCCC(C)N1C(=O)CSc1nc2ccccc2c(=O)[nH]1 (configuration not stated),0%,-3%,0%,-9%,-15%,7%,-4,-4.2,-18%
CC(C)NC(=O)C1(C)CSCC(=O)N1Cc1cccc(C(F)(F)F)c1 (configuration not stated),.,-4%,-2%,-1%,-7%,0%,0,-0.8,12%
O=C(c1cccc(Cl)c1)N1CCCc2ccccc21,0%,-9%,0%,-4%,-17%,6%,-3,-0.6,?
CCCc1cc(=O)[nH]c(SCC(=O)NC2CCCCCCC2)n1,-5%,20%,-9%,-8%,i,1%,4,-0.3,4%
Cc1ccccc1CNC(=O)c1csc([C@H]2C[C@H](O)[C@@H](CO)O2)n1,-3%,7%,-9%,-7%,0%,6%,6,0.9,23%
O=C(N/N=C1\CCCCc2ccccc21)c1ccccn1,9%,16%,-29%,-13%,i,2%,10,2.2,-2%
Cc1cc(C(=O)NNC(=S)NCC2CCCO2)cs1 (configuration not stated),-7%,10%,3%,2%,i,0%,.,-1.4,4%
Cc1ccc(N(C(=O)Cn2nnc(-c3ccc(F)cc3)n2)C(CC(C)C)C(=O)NCC2CCCO2)cc1 (configuration not stated),0%,-22%,-14%,-5%,i,-5%,1,-2.5,-29%
CCCNC(=O)C1(C)CCCN(Cc2ccc(C)cc2)C1 (configuration not stated),18%,4%,-3%,-12%,i,-13%,3,-0.4,3%
CCOc1ccc(N(C(=O)c2cnsn2)C(C(=O)NC2CCCCC2)c2ccncc2)cc1 (configuration not stated),11%,5%,9%,-12%,i,0%,-2,0.4,35%[activator]
CC(=O)Nc1cc(S(=O)(=O)Nc2ccccc2)c(C)cc1C,2%,-12%,10%,-4%,i,-2%,1,-0.1,0%
Cc1ccc(/C=C/C(=O)Nc2sc(C)c(C)c2C(=O)OC(C)C)o1,-3%,3%[1.53 µM],35%[activator],-4%,i,0%,-5,-0.2,9%
CNC[C@@H](Cc1ccccc1)NC[C@@H](CC1CCCCC1)NCCCc1ccccc1,-21%,13%,4%,-16%,7%,-20%,0,-5.2,1%
Cc1ccc(NC(=O)c2nc3nccc(C)n3n2)c(C)c1,0%,2%,5%,-2%,-9%,-8%,-2,-0.2,5%
CC(=O)Nc1cccc(Oc2nc(C(F)(F)F)nc3ccccc23)c1,22%,-14%,-14%,-8%,-9%,1%,0,-0.5,13%
CC(OC(=O)CCN1C(=O)C2CC=CCC2C1=O)C(=O)Nc1cccc(C#N)c1 (configuration not stated),9%,-7%,2%,-6%,-22%,?,1,0.0,10%
CCc1cc(-c2nnn(-c3cc(C(C)C)ccc3C)c2CC)ccc1-c1cn(CCc2c[nH]c3ccccc23)nn1,1%,-33%,11%,4%,-3%,-1%,1,-3.6,2.5µM*
CCC(C)c1ccc(N(C(=O)c2ccco2)C(C(=O)NC2CCCC2)c2cccnc2)cc1 (configuration not stated),13%,?,-1%,-6%,-8%,-4%,13,0.2,?
CCOC(=O)c1sc2ncn(CC(=O)Nc3cc(C)cc(C)c3)c(=O)c2c1C,1%,1%,.,.,-16%,.,.,.,7%
O=C(N/C(=C\c1ccc(Br)cc1)C(=O)N1CCOCC1)c1ccccc1Cl,-2%,11%,2%,-2%,10%,-19%,-7,1.0,-9%
Cc1ccccc1C(=O)OC(C)C(=O)NCc1ccc2c(c1)OCO2 (configuration not stated),-3%,9%,0%,-3%,-23%,8%,2,0.4,-23%
O=C(Nc1ccnn1C1CCN(C2CCCC2)CC1)c1ccccc1Cl,2%,-1%,2%,-8%,-9%,6%,5,-1.6,0%
